MsrA inh: bovine MsrA enzyme inhibitors, primary screen, biochemical, absorbance, HTS. Methionine sulfoxide reductase A (Bos taurus). purified bovine MsrA, absorbance read-out. inhibition, % at 15.5 µM. 360,000 tested, 0.75% active. AID 651718, 2012; in the data active = inhibition above about 4.5%;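 note: 0% = vehicle wells with enzyme and 100% = reference inhibitor wells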
MLLE-PAM2 inh: inhibitors of PABP1 MLLE–PAM2 peptide binding, primary screen, biochemical, fluorescence polarization, FITC-PAM2, GST-MLLE; Polyadenylate-binding protein 1 (Homo sapiens), P11940; inhibition, % at 20 µM; 360,000 tested, 0.36% active; AID 588489, 2011; in the data active = inhibition above about 35%, passing the limit was not always enough;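 note: plate controls were DMSO wells with GST-MLLE for no effect and wells lacking GST-MLLE protein for full effect; some results filed as inactive read as strong as hits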
Target sequence (P11940 whole entry, looked up): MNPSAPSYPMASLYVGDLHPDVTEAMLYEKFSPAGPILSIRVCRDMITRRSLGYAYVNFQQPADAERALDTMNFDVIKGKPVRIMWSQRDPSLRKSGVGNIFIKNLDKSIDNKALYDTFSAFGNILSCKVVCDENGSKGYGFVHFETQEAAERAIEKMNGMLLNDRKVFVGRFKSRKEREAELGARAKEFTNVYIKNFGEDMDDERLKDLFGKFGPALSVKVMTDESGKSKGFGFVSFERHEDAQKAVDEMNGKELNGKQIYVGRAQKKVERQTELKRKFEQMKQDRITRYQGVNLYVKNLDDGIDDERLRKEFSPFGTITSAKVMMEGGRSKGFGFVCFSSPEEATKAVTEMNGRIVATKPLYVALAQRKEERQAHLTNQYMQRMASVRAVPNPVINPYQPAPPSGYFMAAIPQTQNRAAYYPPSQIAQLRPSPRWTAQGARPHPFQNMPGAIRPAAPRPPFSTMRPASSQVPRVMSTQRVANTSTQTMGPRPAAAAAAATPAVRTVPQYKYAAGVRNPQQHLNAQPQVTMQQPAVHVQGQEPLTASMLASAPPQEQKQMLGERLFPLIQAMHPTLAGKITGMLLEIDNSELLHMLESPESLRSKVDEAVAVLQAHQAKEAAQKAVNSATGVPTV
Neddylation inh: inhibitors of cullin neddylation, primary screen, biochemical, TR-FRET, uHTS, NAE and Ubc12. calls only at 25 µM. 360,000 tested, 0.58% active. NEDD8-conjugating enzyme Ubc12 (Homo sapiens) + NEDD8-activating enzyme E1 regulatory …; in the data active = inhibition above about 36%
TbMetRS inhib: T. brucei MetRS inhibitors, primary screen, biochemical, luminescence; purified T. brucei MetRS, ATP depletion, Kinase-Glo luminescence; inhibition, % at 11.9 µM; 360,000 tested, 0.4% active;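 active = inhibition above a per-plate cutoff of the control wells' mean inhibition plus 3 SD, cut at about 5.5% in these data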;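 note: 0% = DMSO wells median and 100% = median of wells with control inhibitor compound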
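Measured by: Kinase-Glo luciferase luminescence reporting remaining unconsumed ATP. Material: purified T. brucei MetRS enzyme. Doses: 11.9 µM compound single dose, 0.9% DMSO. Medium: HEPES buffer containing pyrophosphatase, BSA, spermine, DTT. Times: 15 min preincubation, 2 h reaction, all 25 °C. Reagent: methionine, ATP and bulk E. coli tRNA.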
FAS-TE inh: FAS thioesterase domain inhibitors, primary screen, biochemical, fluorescence intensity, uHTS. Fatty acid synthase (Homo sapiens), P49327. recombinant FAS-TE, OMFH fluorogenic substrate, fluorescence endpoint. inhibition, % at 15 µM. 360,000 tested, 0.67% active;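 active = compounds whose normalised, plate-corrected inhibition of enzyme fluorescence in the single-dose primary screen is 50% or more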;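 note: 0% = DMSO with enzyme and 100% = substrate without enzyme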
Rin1 Abl inh: inhibitors of Rin1-Abl protein binding, primary screen, biochemical, TR-FRET. AID 588664, 2011. Tyrosine-protein kinase ABL1 (Homo sapiens) + Ras and Rab interactor 1 (Homo sapiens), …. 360,000 tested, 0.4% active. inhibition, % at 7.35 µM; in the data active = inhibition above about 5%, passing the limit was not always enough
E coli Lon inh: inhibitors of E. coli Lon protease, primary screen, biochemical, fluorescence polarization. P0A9M0. purified E. coli Lon protease. inhibition, % at 7.94 µM. 360,000 tested, 0.42% active. AID 602123, 2011; in the data active = inhibition above about 13%, passing the limit was not always enough;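 note: 0% = enzyme with probe and DMSO and 100% = no enzyme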
MsrA act: bovine MsrA enzyme activators, primary screen, biochemical, absorbance, HTS. Methionine sulfoxide reductase A (Bos taurus). purified bovine MsrA, absorbance read-out. activation, % at 10.6 µM. 360,000 tested, 0.3% active. AID 602163, 2012; in the data active = activation above about 7.5%;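 note: 0% = vehicle and 100% = reference activator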
CSN deneddyl inh: inhibitors of CSN-mediated cullin deneddylation, primary screen, biochemical, fluorescence polarization, uHTS; 360,000 tested, 0.38% active; AID 651999, 2013; COP9 signalosome complex subunit 5 (Homo sapiens), Q92905; Purified CSN, SCF-Nedd8-OG deneddylation; inhibition, % at 12.5 µM;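 active = pattern-corrected inhibition above about 35%, with an unprinted fluorescence ratio check between 0.5 and 1.5, limit read from the data, passing the limit was not always enough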;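 note: 0% = enzyme with substrate and 100% = substrate without enzyme; some results filed as inactive read as strong as hits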
Target sequence (Q92905 whole entry, looked up, one chain of several): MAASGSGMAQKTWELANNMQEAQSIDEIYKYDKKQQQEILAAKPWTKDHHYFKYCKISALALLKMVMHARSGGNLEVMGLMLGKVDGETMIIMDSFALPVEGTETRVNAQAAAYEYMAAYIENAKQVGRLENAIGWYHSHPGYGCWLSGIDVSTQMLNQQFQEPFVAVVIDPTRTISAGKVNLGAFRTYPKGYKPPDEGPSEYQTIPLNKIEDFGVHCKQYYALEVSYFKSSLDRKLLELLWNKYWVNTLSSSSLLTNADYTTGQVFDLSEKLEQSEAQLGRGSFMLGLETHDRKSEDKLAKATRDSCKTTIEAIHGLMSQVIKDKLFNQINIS
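Assay system: purified human Csn5 enzyme expressed in HEK293T cells; Input: 0.24 nM Csn5 enzyme, final concentration; Reagent: 10 nM SCFSkp2-Nedd8OG; Compound dosing: 12.5 µM single point; Times: reaction 90 min, room temperature; Technique: fluorescence polarization readout.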
The depositor's hits bear a star; i = inactive; · = no result given; + = active, no number. Rows are unselected; any-hit rate near 4%.

SMILES	MsrA inh	MLLE-PAM2 inh	Neddylation inh	TbMetRS inhib	FAS-TE inh	Rin1 Abl inh	E coli Lon inh	MsrA act	CSN deneddyl inh
COc1ccc(-n2c(SCC(N)=O)nnc2-c2ccco2)cc1	-0.1	-8	i	-0.4	-6	-1	-6	-3	0
CC(C)Oc1cc(F)ccc1-c1cc(C(=O)Nc2ccc(F)cc2)[nH]n1	0.4	7	i	-0.4	7	1	-2	-5	3
Cc1ccc([N+](=O)[O-])cc1NC(=O)Cc1cccs1	0.7	-14	i	-0.6	19	-2	-6	-4	6
CCNS(=O)(=O)c1ccc(CCC(=O)NCc2ccccn2)cc1	-0.8	-5	i	-0.1	-5	3	2	3	-1
O=C(CN1CCN(c2ccccc2F)CC1)N1CCc2ccccc21	0.1	-2	i	-0.7	-5	2	-5	-3	1
O=C1NC[C@H](Cc2ccccc2)N(C[C@@H]2CCCN2C[C@H](Cc2ccccc2)N2C[C@H](Cc3ccc(O)cc3)N(CCc3ccccc3)C(=O)C2=O)C1=O	0.4	·	i	-0.9	5	·	-1	1	-3
CC(C)c1ccc(CSc2ccc(S(=O)(=O)N3CCOCC3)cn2)cc1	-1.2	25	i	-0.4	69*	-1	-6	-6	0
CCOc1cc(-c2cc(-c3ccc(C)cc3)nc(N)c2C#N)ccc1O	0.7	-40	i	-0.8	21	-2	-17	3	9
C/C(=N\NC(=O)c1ccc(CSc2nc(C)cc(C)n2)cc1)C1CCCCC1	0.7	3	i	0.1	-6	-2	0	-1	5
COc1ccc(CNC(=O)CCN2C(=O)[C@@H]3Cc4ccccc4CN3C2=O)cc1	-1.2	1	i	-0.6	0	7	-10	-3	-3
COc1ccc(CN(C(=O)/C=C/c2ccco2)C2CCS(=O)(=O)C2)cc1 (configuration not stated)	1.7	-2	i	-0.2	0	0	-7	-1	5
CCCN(CCC)CCNc1c(N2CCN(C(=O)OCC)CC2)c(=O)c1=O	·	14	i	0.1	-5	-3	9	-1	-3
CCN(CC)NC(=O)Nc1ccccc1	-0.2	21	i	0.0	-3	7	1	-4	-1
O=C(O)c1cccc(NS(=O)(=O)c2ccc(C3CCCCC3)cc2)c1	·	12	i	-0.5	4	-2	9	-3	-1
Cc1cccc2cc(C#N)c(SCC(=O)NNC(=O)Cc3ccccc3)nc12	-0.7	-5	i	-1.4	-5	-3	-2	-2	-3
O=C(Nc1ccc(N2CCOCC2)c(Cl)c1)c1ccc(-n2cnnc2)cc1Cl	0.4	-104	i	0.4	-4	-3	0	-1	1
O=S(=O)(Nc1cc(S(=O)(=O)N2CCOCC2)ccc1O)c1ccc2c(c1)OCCCO2	-0.2	33	i	-0.1	-7	2	-1	-1	-3
O=C1Nc2cc(S(=O)(=O)N3CCCC3)ccc2N2CCCC12 (configuration not stated)	0.2	-29	i	0.1	1	2	17	-2	0
COc1ccc(C2=CC(=O)C[C@H](c3ccc4c(c3)OCO4)C2)cn1	3.0	-7	i	0.1	14	0	-6	-3	2
O=C(NCc1ccncc1)C(=O)N/N=C/c1ccc(OCc2ccccc2)cc1	0.7	-12	i	-1.1	-5	3	-1	-9	1
Nc1ccccc1SC(CC(=O)c1ccccc1)c1ccc([N+](=O)[O-])cc1 (configuration not stated)	1.5	33	i	-0.2	21	4	0	6	12
CCCS(=O)(=O)c1cnc(C2COc3ccccc3O2)nc1N (configuration not stated)	-1.1	-8	i	-1.3	-4	0	6	-4	0
COc1ccc2nc(N)sc2c1	0.1	-1	i	1.6	-8	-1	1	0	-1
Cc1cc(C)cc(C(=O)NCC(=O)OCC(=O)NC2CC2)c1	-1.1	-1	i	-0.2	-7	-3	5	-2	6
Brc1ccc(-c2nnc3sc(CN4CCN(c5ccccc5)CC4)cn23)cc1	·	-28	i	0.1	-3	-2	-3	-4	1
Carrying on:
SMILES	MsrA inh	MLLE-PAM2 inh	Neddylation inh	TbMetRS inhib	FAS-TE inh	Rin1 Abl inh	E coli Lon inh	MsrA act	CSN deneddyl inh
O=C(O)c1cn(C2CCCCC2)c2ccccc2c1=O	0.0	-3	i	-0.8	-1	-2	1	-4	-2
CCOc1ccccc1NC(=S)N(CCC(C)C)C1CCN(C(C)=O)CC1	0.2	-25	i	-0.9	-10	5	3	-8	-4
CC(C)(C)OC(=O)NCCCCCNC(=O)c1nc[nH]c1C(=O)NCCCCCNC(=O)OC(C)(C)C	-1.3	3	i	-0.3	21	4	9	-2	1
COc1ccc(OC)c(-c2csc(NC(=O)CSc3nnnn3C)n2)c1	0.3	-4	i	0.0	-6	-2	-12	-2	2
CCCCNC(=O)[C@H]1C[C@H]1[C@@H](O)[C@H](CO)NC(=O)[C@H](CC(C)C)NC(=O)OC(C)(C)C	·	-2	i	-0.4	-13	2	-1	0	1
CCc1ccc(C(=O)Nc2cccc(-c3nn[nH]n3)c2)s1	-0.7	5	i	0.1	-3	-3	-11	-1	-1
COc1ccc(NS(=O)(=O)c2ccc(Cl)c(NC(=O)c3cccnc3Cl)c2)cc1	0.4	-1	i	0.4	8	-3	-2	-3	-1
COc1ccc(NC(=O)CSc2nnc(-c3ccoc3C)n2CCc2ccccc2)cc1	-0.4	-16	i	-0.3	11	0	3	-1	0
CCOC(=O)C1=C(C)OC(N)=C(C#N)C1c1ccc(OC)c(C)c1OC (configuration not stated)	1.4	3	i	0.5	-7	-3	2	-1	-1
CCCc1ccc(Oc2coc3cc(OCC(=O)Nc4ccccc4C)ccc3c2=O)cc1	-0.3	-46	i	0.5	-6	1	15	-1	-3
Cc1ccccc1OCC(=O)Nc1nc(C)c(C(=O)N(C)C)s1	-0.3	-1	i	-0.5	-4	-1	-12	5	1
Cc1ccc(N(Cc2ccco2)C(=O)c2ccc(N3CCCCC3)c([N+](=O)[O-])c2)cc1	1.8	18	i	-1.3	37	-1	-10	-12	2
COC(=O)CSCC(=O)Nc1nnc(-c2cccc(C)c2)s1	1.2	-1	i	-0.6	-10	2	4	-6	0
O=C(Cn1cnc2ccccc21)Nc1cccc([N+](=O)[O-])c1	0.2	-8	i	81*	2	3	12	-1	7
CCC(C)(C)NC(=O)COc1ccc(C(=O)c2ccccc2)cc1	1.8	7	i	-0.7	-10	0	-2	-5	4
Cc1cc(Cl)ccc1OC(C)C(=O)NN1C(=O)c2ccccc2C1=O (configuration not stated)	0.3	0	i	0.2	4	-2	-6	-1	2
COc1ccccc1NC(=O)Cc1noc(CSc2nnc(C(F)(F)F)n2C)n1	-1.6	-10	i	-0.4	-8	4	0	-6	1
COc1ccc(C(CNC(=O)c2ccc(-n3cnnn3)cc2)N2CCOCC2)cc1 (configuration not stated)	0.1	2	i	-1.6	1	-1	-7	-7	-1
COc1cc2cc(CN(CCCN3CCOCC3)C(=O)Nc3ccccc3F)c(=O)[nH]c2cc1OC	1.0	-1	+	-0.4	0	-3	-1	-4	8
CCOC(=O)COc1ccccc1/C=N/Nc1nnc2c3ccccc3n(C)c2n1	-0.2	-1	i	0.2	-2	0	0	-2	1
CCOC(=O)C1=C(C)N=C2c3ccccc3C(=O)C2C1c1ccccc1 (configuration not stated)	-0.2	1	i	0.1	3	0	-3	-1	-2
S=C(NCc1ccccc1)NCc1ccccc1Cl	-1.4	-33	i	0.1	2	-1	-8	-8	-4
Cc1ccc(-c2cc(C(=O)Nc3cccc(S(=O)(=O)N(C)C)c3)c3ccccc3n2)o1	2.3	19	i	-0.7	8	2	-11	-4	4
CCC1COCCS(=O)(=O)N1Cc1cccc(Cl)c1 (configuration not stated)	1.0	-3	i	-0.1	-5	2	0	2	3
Nc1nc(N2CCOCC2)n[nH]1	-0.9	17	i	-0.8	-4	5	8	-10	-13

The closing 4 records of the part above lead into the next:
SMILES	MsrA inh	MLLE-PAM2 inh	Neddylation inh	TbMetRS inhib	FAS-TE inh	Rin1 Abl inh	E coli Lon inh	MsrA act	CSN deneddyl inh
S=C(NCc1ccccc1)NCc1ccccc1Cl	-1.4	-33	i	0.1	2	-1	-8	-8	-4
Cc1ccc(-c2cc(C(=O)Nc3cccc(S(=O)(=O)N(C)C)c3)c3ccccc3n2)o1	2.3	19	i	-0.7	8	2	-11	-4	4
CCC1COCCS(=O)(=O)N1Cc1cccc(Cl)c1 (configuration not stated)	1.0	-3	i	-0.1	-5	2	0	2	3
Nc1nc(N2CCOCC2)n[nH]1	-0.9	17	i	-0.8	-4	5	8	-10	-13
COc1ccc(C(=O)NCc2ccc3c(c2)OCO3)cc1S(=O)(=O)N1CCCC1	-0.1	-15	i	0.2	-1	-2	-4	-1	1
C=Cn1ccnc1CC(O)c1ccc(OC)cc1 (configuration not stated)	0.1	11	i	-0.8	-7	0	11	-12	-1
Cc1ccc(C(=O)Nc2ccc(S(=O)(=O)N3CCN(C)CC3)cc2)cc1	-0.1	-5	i	-0.1	1	-1	-6	0	-4
CCOc1ccc(-n2nc3c(=O)[nH]nc(C)c3c2C)cc1	-2.8	1	i	0.0	-7	0	-2	-2	-12
COC(=O)CSc1nc2cc3c(cc2cc1C)OCO3	3.1	4	i	0.1	7	-9	-4	-4	-6
C[C@H]1CCC[C@]2(O[C@H](CCO)C[C@H](O)[C@H]2O)O1	0.6	8	i	-0.4	-11	5	-3	-4	-2
C#CCOCCOCCOCCNc1nc(N2CCN(C(=O)[C@H]([C@@H](C)CC)n3cc(CCCN=C(N)N)nn3)CC2)nc(N2CCN(C(=O)[C@H](CCCCN)n3cc(CCC(=O)O)nn3)CC2)n1	-0.1	-6	i	0.0	-6	0	-11	0	4
CS(=O)(=O)Nc1cccc(C(=O)CC2(O)C(=O)Nc3ccccc32)c1 (configuration not stated)	-0.2	5	i	-0.8	2	4	0	-1	2
COC(=O)C1(C(=O)OC)C2C(=O)C3C(C21)C3(C(=O)OC(C)(C)C)C(=O)OC(C)(C)C (configuration not stated)	0.8	5	i	-0.4	-1	-4	5	-4	-1
CN(CC(=O)NCC(=O)Nc1ccc(F)cc1)CC(=O)Nc1ccc(Cl)c(C(F)(F)F)c1	-0.5	5	i	-0.1	16	2	2	-2	-5
COc1ccc(C2CC2/C(C)=N/OC(=O)c2ccc(F)cc2)cc1 (configuration not stated)	0.3	-1	i	0.6	16	-2	0	-1	-1
O=C(Nc1ccc(Cl)cn1)C1CCCN1S(=O)(=O)c1ccc(Cl)cc1 (configuration not stated)	-0.6	-6	i	-0.9	8	2	-1	-2	3
COc1cc(C(C(=O)NC2CCCC2)N(Cc2ccco2)C(=O)c2snc(C(N)=O)c2N)cc(OC)c1OC (configuration not stated)	-0.9	-6	i	-1.4	-3	2	-2	-9	-4
O=C(NCc1ccccn1)Nc1cccc(Cl)c1	-1.1	3	i	1.1	-2	7	7	-1	4
O=C1c2ccccc2NC(c2ccc(-c3ccccc3F)o2)N1O (configuration not stated)	-0.2	-18	i	-0.3	5	1	-18	-4	10
O=C(NCCc1ccc(O)cc1)c1ccc(Cl)cc1	0.2	12	i	0.1	0	0	-6	-1	-2

Screening data as filed in PubChem.
